Screening results as filed in PubChem.
M5 PAM: human M5 muscarinic receptor positive allosteric modulators, primary screen, CHO-K1 cells, Fluo-8 calcium fluorescence | 360,000 compounds, 0.3% hits | activation, % at 3 µM | CHO-K1 hM5, ACh EC20 PAM; 0% = ACh EC20, 100% = ACh EC100 | AID 624038, 2012;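 active means activation above the run cutoff, the mean activation of all test compounds plus 3 SD, cut at about 18% in these data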
Target sequence (P08912 whole entry, looked up): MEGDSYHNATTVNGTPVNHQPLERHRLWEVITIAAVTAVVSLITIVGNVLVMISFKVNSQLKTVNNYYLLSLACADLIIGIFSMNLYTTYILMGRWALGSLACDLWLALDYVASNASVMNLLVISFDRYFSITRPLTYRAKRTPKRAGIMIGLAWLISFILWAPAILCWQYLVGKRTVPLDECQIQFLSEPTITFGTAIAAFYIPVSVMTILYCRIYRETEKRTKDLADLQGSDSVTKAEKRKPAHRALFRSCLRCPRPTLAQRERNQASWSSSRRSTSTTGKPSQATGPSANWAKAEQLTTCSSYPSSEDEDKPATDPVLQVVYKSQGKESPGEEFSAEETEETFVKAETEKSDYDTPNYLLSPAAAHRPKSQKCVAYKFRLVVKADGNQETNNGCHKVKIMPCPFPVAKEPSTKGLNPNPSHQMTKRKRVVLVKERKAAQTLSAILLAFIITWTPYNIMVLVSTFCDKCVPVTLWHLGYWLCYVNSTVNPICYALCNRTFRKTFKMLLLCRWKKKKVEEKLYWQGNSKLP
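System – CHO-K1 hM5 cells · Compound – 3 µM, single dose · Incubation – compound preincubation 140 s before EC20 acetylcholine addition · Technique – Fluo-8 calcium fluorescence · Measure – Max/basal fluorescence ratio as % of EC20–EC100 ACh window · Benchmarks – low control EC20 acetylcholine (0%), high control EC100 acetylcholine (100%) · Replication – singlicate, one well per test compound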
CHRM5 agonist: human M5 muscarinic receptor agonists, primary screen, CHO-K1 cells, Fluo-8 calcium fluorescence; Muscarinic acetylcholine receptor M5 (Homo sapiens), P08912; CHO-K1 hM5 cells; 0% DMSO wells, 100% maximal acetylcholine response; activation, % at 3 µM; 360,000 compounds, 0.19% hits;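 active means activation above the run's mean over test compounds plus 3 SD, cut at about 23% in these data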;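 further: signal is peak over basal fluorescence ratio across the kinetic read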
CHRM4 antagonist: human M4 muscarinic receptor antagonists, primary screen, CHO cells, Fluo-8 calcium fluorescence; Muscarinic acetylcholine receptor M4 (Homo sapiens), P08173; CHO-hM4 cells, ACh EC80; inhibition, % at 3 µM; 360,000 compounds, 0.73% hits; AID 624125, 2012;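 active means inhibition above its plate's cutoff, the mean inhibition of sample wells plus 3 SD, cut at about 27% in these data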;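 further: 0% = acetylcholine EC80 with DMSO and 100% = DMSO without agonist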
CHRM1 antagonist: human M1 muscarinic receptor antagonists, primary screen, CHO-K1 cells, Fluo-8 calcium fluorescence, 1536-well; Muscarinic acetylcholine receptor M1 (Homo sapiens), P11229; CHO-K1 hM1, ACh EC80 antagonist; inhibition, % at 3 µM; 360,000 compounds, 1.3% hits; AID 588852, 2011;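 active means percent inhibition above its own plate's cutoff, namely the mean of that plate's compound wells plus 3 SD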;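 further: peak over basal fluorescence ratio during 140 s after agonist addition; 0% = ACh EC80 plus DMSO and 100% = DMSO alone without agonist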
Target sequence (P11229 whole entry, looked up): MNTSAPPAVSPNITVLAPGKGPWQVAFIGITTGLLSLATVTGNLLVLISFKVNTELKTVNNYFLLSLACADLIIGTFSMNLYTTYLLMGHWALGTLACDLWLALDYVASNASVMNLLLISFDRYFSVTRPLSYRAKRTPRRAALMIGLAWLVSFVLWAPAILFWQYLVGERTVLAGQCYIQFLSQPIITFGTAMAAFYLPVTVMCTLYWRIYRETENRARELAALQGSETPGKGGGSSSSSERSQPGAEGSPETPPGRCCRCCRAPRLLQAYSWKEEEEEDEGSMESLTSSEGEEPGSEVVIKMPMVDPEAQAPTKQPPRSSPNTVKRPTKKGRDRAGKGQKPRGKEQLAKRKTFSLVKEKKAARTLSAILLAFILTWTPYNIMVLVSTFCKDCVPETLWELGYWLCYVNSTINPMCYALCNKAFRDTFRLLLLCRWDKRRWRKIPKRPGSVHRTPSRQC
M4 PAM: human M4 muscarinic receptor positive allosteric modulators, primary screen, CHO-K1 cells, Fluo-8 calcium fluorescence; CHO-K1 hM4/Gqi5, ACh EC20; 0% = ACh EC20, 100% = maximal ACh; activation, % at 3 µM; 360,000 compounds, 0.4% hits; AID 624126, 2012;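 active means activation above its plate's cutoff, the mean activation of sample wells plus 3 SD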; further: some results filed as inactive read as strong as hits
CHRM5 antagonist: human M5 muscarinic receptor antagonists, primary screen, CHO cells, Fluo-8 calcium fluorescence | Muscarinic acetylcholine receptor M5 (Homo sapiens), P08912 | CHO-hM5 cells, ACh EC80 | 360,000 compounds, 0.59% hits | inhibition, % at 3 µM;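 active means inhibition above a per-plate cutoff, the mean of that plate's test compounds plus 3 SD, cut at about 27% in these data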;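 further: 0% = acetylcholine EC80 with DMSO and 100% = DMSO without agonist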
CHRM1 PAM: human M1 muscarinic receptor positive allosteric modulators, primary screen, CHO-K1 cells, Fluo-8 calcium fluorescence, 1536-well; Muscarinic acetylcholine receptor M1 (Homo sapiens), P11229; CHO-K1 hM1, ACh EC20; 0% = ACh EC20, 100% = maximal ACh; activation, % at 3 µM; 360,000 compounds, 0.088% hits; in the data active means activation above about 19%, passing the limit was not always enough
M4 ag: human M4 muscarinic receptor agonists, primary screen, CHO-K1 cells, Fluo-8 calcium fluorescence | Muscarinic acetylcholine receptor M4 (Homo sapiens), P08173 | CHO-K1 hM4/Gqi5; vehicle 0%, full acetylcholine response 100% | activation, % at 3 µM | 360,000 compounds, 0.14% hits | AID 624127, 2012;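 active means activation above the run mean over all test wells plus 3 SD, cut at about 32% in these data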;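 further: peak over basal fluorescence ratio per well then scaled between controls; 0% = DMSO wells and 100% = acetylcholine at EC100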
CRFBP-R2 agonist: agonists of CRF-BP/CRF-R2 complex, primary screen, cell-based, HEK293, calcium dye fluorescence, uHTS. CRF-binding protein / CRF receptor 2 complex (human). calcium dye fluorescence (FLIPR); percent of saturating CRF peptide response. activation, % at 13.2 µM. 350,000 compounds, 0.46% hits;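 active means activation of at least 50%, plus an integration ratio under a set limit after plate pattern correction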;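 further: plate controls were neutral control wells without compound for no effect and CRF at EC100 for full effect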
Active calls of the source: *; nt = no result given.

compound	M5 PAM	CHRM5 agonist	CHRM4 antagonist	CHRM1 antagonist	M4 PAM	CHRM5 antagonist	CHRM1 PAM	M4 ag	CRFBP-R2 agonist
C#CC1CN(Cc2ccccc2)CC(C#C)N1C (stereo not drawn)	3	-2	-4	-8	3	0	6	0	3.3
O=C(Nc1cccs1)Nc1ccc(Br)cc1F	-15	5	11	16	-19	13	-10	15	9.8
Cc1ccc(NCc2nnc(SCC(=O)Nc3ncc(C)s3)n2CC2CCCO2)c(C)c1 (stereo not drawn)	-9	-4	-4	-13	2	3	9	2	-1.0
Cc1ccc(Cl)cc1Nc1nc(-c2sc(NC(=O)C(C)(C)C)nc2C)cs1	-4	-1	-3	-7	13	11	9	2	-1.2
O=C(Nc1ccc2nc3n(c(=O)c2c1)CCCC3)c1cccc([N+](=O)[O-])c1	9	0	8	11	-1	-1	-4	1	0.2
COC(=O)C1CN(C(=O)C(C)Oc2ccccc2F)c2ccccc2O1 (stereo not drawn)	-2	-3	5	-5	0	8	4	0	-1.5
CCC(C(=O)N1CCOCC1)n1nc(C)c2sc3ccccc3c2c1=O (stereo not drawn)	0	-1	-7	-15	-7	14	7	4	10
C=CCNC(=O)c1onc(CSc2ccc(F)c(F)c2)c1C(=O)NCC=C	-15	-6	9	10	-9	20	-8	3	-0.8
COc1ccc(CN2C(=O)C(CC(=O)NCc3cccs3)CC(C(=O)N(C(C)C)C(C)C)=C2C)cc1 (stereo not drawn)	-1	-1	-7	-22	3	4	15	-1	-0.6
COc1cc(NC(=O)c2c(-c3ccccc3Cl)noc2C)c2ncccc2c1	-4	0	6	-11	-12	7	6	0	2.3
CC(C)CNC(=O)COC(=O)CCC(=O)c1cccs1	2	0	-6	-3	8	-3	5	2	-2.3
Cc1ccc(NC(=O)c2cc(-c3ccco3)on2)cc1C	-6	-2	19	-12	10	10	4	0	-2.7
C=C(NC(=O)C(=C)NC(=O)c1csc(C2=NC3c4csc(n4)C4NC(=O)c5csc(n5)C(C(C)(O)C(C)O)NC(=O)C5CSC(=N5)/C(=C/C)NC(=O)C(C(C)O)NC(=O)c5csc(n5)C3(CC2)NC(=O)C(C)NC(=O)C(=C)NC(=O)C(=C)NC(=O)C(C(C)C)NC2C=Cc3c(C(C)O)cc(nc3C2O)C(=O)OC4C)n1)C(N)=O (stereo not drawn)	-7	5	0	-2	-3	3	0	2	1.3
Cc1ccc(NC(=O)Nc2ncccc2C)cc1	-1	-7	1	-7	5	-2	7	2	-0.4
Cc1ccc(-c2noc(CCC(=O)Nc3cccc(C(=O)NC4CC4)c3)n2)cc1	4	3	7	-8	1	-2	4	4	-1.3
CC(C)c1ccccc1NC(=O)c1cnccn1	1	1	7	19	1	-1	-11	1	-0.2
Cc1ccc(S(=O)(=O)N(CC(=O)Nc2ccccc2-c2ccccc2)c2ccc(C)cc2C)cc1	0	-2	-10	-1	5	-7	10	0	33
CC[C@H]1C(Nc2ccccc2)C[C@@H]2CCN3C(=O)CC[C@H]1[C@H]23 (stereo partly drawn)	5	1	7	1	1	0	3	1	1.0
CCCc1nc2c(=O)n(C)c(=O)[nH]c2n1CCC	-3	-2	1	-7	7	-11	5	0	-0.9
C/C(=N\NC(=O)CSCc1ccc([N+](=O)[O-])cc1)c1ccccc1O	-2	-2	12	2	-4	-4	2	1	1.1
Cc1c(NC(=O)COC(=O)c2cc(-c3cccc4ccccc34)nc3ccccc23)c(=O)n(-c2ccccc2)n1C	-7	-1	-13	-8	-4	2	6	3	-0.2
Cc1ccccc1NC(=O)CSc1nc(N)c(C#N)cc1C#N	-2	1	0	-3	-1	-5	2	2	-7.4
COc1ccccc1-n1cnc2cc(NCc3ccccn3)ccc21	-19	-5	42*	22	-15	20	-21	0	-2.1
Cc1cccc(OCC(=O)OCC(=O)Nc2sccc2C(N)=O)c1	-33	10	9	24	-11	23	-13	29	0.8
COC(=O)C[C@H]1C=C[C@@H](NC(=O)Nc2cccc(OC)c2)[C@@H](CO)O1	4	2	-4	nt	7	1	nt	3	nt
CCC(NC(=O)COC(=O)C1CC2CCCC(C1)C2=O)c1ccc(Br)cc1 (stereo not drawn)	0	1	-12	-7	3	-3	6	4	-1.7
COc1ccc(N2CCN(CC(=O)Nc3ccc(SC(F)F)cc3)CC2)cc1	-6	1	-4	-2	-1	6	10	2	-0.7
CSc1ccc(S(=O)(=O)Nc2ccc(F)cc2)cc1	-11	-3	12	6	-6	10	-6	9	10
O=C1c2ccccc2CCC1C(O)c1ccccn1 (stereo not drawn)	9	-3	-8	-16	8	-4	11	1	-2.0
CCOc1ccc2[nH]c(=O)c(C(c3nnnn3C3CCCCC3)N3CCN(C)CC3)cc2c1 (stereo not drawn)	0	-2	7	15	-5	-6	-3	0	3.2
Cc1cc(C)cc(NC(=O)C2CCCCN2S(=O)(=O)c2ccccc2)c1 (stereo not drawn)	-1	-3	-8	-14	4	-9	1	-2	0.1
CCCC[C@@H]1CN=C(N)N1CCCC	-2	3	12	8	-8	17	-5	-1	-0.6
CC(C)Oc1ccc(C(CC(=O)O)NC(=O)Cc2ccc(Cl)cc2)cc1 (stereo not drawn)	-17	2	7	13	-10	8	-3	15	-1.5
Cc1ccc(N(C(=O)c2snc(C(N)=O)c2N)C(C(=O)NC2CCCC2)c2ccncc2)cc1 (stereo not drawn)	-2	-1	-24	-15	2	-3	7	7	-1.4
COc1ccc(-n2c(SCC(=O)Nc3sc4c(c3C#N)CCCC4)nnc2-c2ccc(O)cc2)cc1	-1	-2	0	-9	6	2	5	1	1.4
CCN(CCNc1ccc(Cl)cc1[N+](=O)[O-])C(=O)c1cc([N+](=O)[O-])c(N(C)C)cc1OC	-9	-2	9	3	-17	21	-4	8	-0.7
CCN(C(=O)c1cc2c(=O)n3ccccc3nc2n1C)C1CCCCC1	-2	1	-10	-4	0	1	2	8	2.2
COc1cc(F)ccc1-c1csc(C(NC(C)=O)c2ccccc2)n1 (stereo not drawn)	-5	-1	-1	-6	-1	5	4	2	nt
CC(Oc1ccccc1)C(=O)NN1Cc2ccccc2C1=N (stereo not drawn)	-1	-3	7	-2	0	3	1	0	-0.9
O=C(N/N=C\c1ccc(O)c([N+](=O)[O-])c1)C1COc2ccccc2O1 (stereo not drawn)	-2	5	-11	0	2	3	1	4	-1.4
CNC(=O)c1ccccc1NC(=O)C1CC(=O)N(C(C)C)C1 (stereo not drawn)	6	0	-10	12	2	-5	-2	1	0.6
O=C(CCn1c(=O)oc2ccccc21)Nc1ccccc1	-10	-1	-6	0	3	0	3	1	-0.1
CCC(C)(C)NC(=O)C(c1cccc(OC)c1)N(C(=O)CNC(=O)c1cccs1)c1cccnc1 (stereo not drawn)	-5	0	-18	-9	8	5	10	7	-1.2
O=C(N/N=C/C=C/c1ccccc1)c1cccs1	-6	0	3	12	-3	11	0	1	-1.7
CCc1nnc(NC(=O)CSc2nnc(-c3ccccc3O)o2)s1	0	2	-5	-5	0	1	10	1	-0.4
O=C(NCc1cccnc1)c1cc2nc(-c3ccc4c(c3)OCO4)cc(C(F)(F)F)n2n1	2	0	-4	-20	8	9	17	0	-0.3
CC(C)n1c(O)c(N=NC(=O)CNC(=O)CCc2ccccc2)c2ccccc21	3	0	12	-9	-21	-4	6	2	-2.7
CC(=O)N1CCC2(CC1)CC(=O)c1cc(OCC(=O)NCc3ccco3)ccc1O2	-2	1	5	2	3	-6	2	1	-0.2
COc1ccc(/C(N)=N/OC(=O)c2ccc3ccccc3c2)cc1OC	-3	1	1	-11	4	4	4	0	2.2
CN(c1ccc(C(=O)NCCc2ccccc2)cc1)S(C)(=O)=O	-5	-1	4	-2	-10	0	3	2	0.1
O=C(COc1ccccc1)NCC(=O)N1CCCC(C(F)(F)F)C1 (stereo not drawn)	0	1	-7	-15	4	9	9	0	-0.1
COc1ccccc1N1CCN(C(=O)CSc2nnc(NC(=O)c3ccco3)s2)CC1	-5	0	7	16	13	-4	2	2	-0.2
CN(C)n1cccc1/C=C(\C#N)S(=O)(=O)c1cccc(Cl)c1	-17	-10	9	-10	-5	12	2	-1	-0.8
Cn1cc(S(=O)(=O)NCCc2ccccc2)c(=O)n(C)c1=O	4	1	11	-8	-13	-2	4	0	2.7
N=c1c(C(=O)NC2CCCC2)cc2c(=O)n3ccccc3nc2n1C1CCCCC1	-4	-4	-7	-7	6	19	4	2	-0.7
CCN(Cc1ccccc1)C(=O)c1c(-c2ccccc2Cl)noc1C	-6	0	5	2	-4	5	-3	3	1.1
COC(=O)c1cccc(NC(=O)CSc2nc(C)cc(=O)[nH]2)c1	-1	0	-7	3	7	-6	-1	0	0.2
CC1(C)C(=O)C2(CCCCC2)C(=O)OC1C(=O)c1ccccc1 (stereo not drawn)	-5	0	-4	-5	6	1	-2	1	0.1
CCNC(=S)NNC(=O)c1ccncc1	-12	-6	-2	-2	-6	6	-5	0	-0.1
O=c1[nH]n(CCO)c(=O)c2cccnc12	-3	-2	4	9	-1	6	1	0	-1.7

Going on with the list.
compound	M5 PAM	CHRM5 agonist	CHRM4 antagonist	CHRM1 antagonist	M4 PAM	CHRM5 antagonist	CHRM1 PAM	M4 ag	CRFBP-R2 agonist
CCN(CC)S(=O)(=O)c1ccc(NC2c3ccccc3C(=O)N2CCN2CCOCC2)cc1 (stereo not drawn)	2	-1	-1	-6	3	-1	1	2	-2.6
C[C@@H]1CN([C@H](C)CO)C(=O)Cc2cc(NC(=O)Nc3ccccc3)ccc2O[C@@H]1CN(C)C(=O)Nc1ccc2c(c1)OCO2	5	1	7	3	9	10	16	0	1.9
CN(CC(=O)Nc1c(Cl)cccc1Cl)C(=O)c1ccc(NS(=O)(=O)c2ccc3[nH]c(=O)[nH]c3c2)cc1	6	2	-16	-10	5	-5	12	1	-0.5
COc1ccc(NC(=O)CN(C)C(=O)/C=C/c2cn(Cc3ccccc3)nc2-c2cccnc2)cc1	0	-2	3	-6	-2	4	4	0	-2.7
CCCCOCCO	0	5	-6	-9	3	2	9	1	-0.6
O=C(CCc1nnc(-c2ccccc2)o1)NCC1CCN(C2CCCC2)CC1	1	-2	10	-4	-7	-10	7	1	2.1
